CSN inh: blocks human CSN-mediated cullin deneddylation. Q92905. Purified CSN, SCF-Nedd8-OG deneddylation, fluorescence polarization. inhibition, % at 12.5 µM. actives 0.38% (n = 360,000). AID 651999;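 active = pattern-corrected inhibition above about 35%, with an unprinted fluorescence ratio check between 0.5 and 1.5, limit read from the data, passing the limit was not always enough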;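 note: 0% = enzyme with substrate and 100% = substrate without enzyme; some results filed as inactive read as strong as hits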
Target sequence (Q92905 whole entry, looked up, one chain of several): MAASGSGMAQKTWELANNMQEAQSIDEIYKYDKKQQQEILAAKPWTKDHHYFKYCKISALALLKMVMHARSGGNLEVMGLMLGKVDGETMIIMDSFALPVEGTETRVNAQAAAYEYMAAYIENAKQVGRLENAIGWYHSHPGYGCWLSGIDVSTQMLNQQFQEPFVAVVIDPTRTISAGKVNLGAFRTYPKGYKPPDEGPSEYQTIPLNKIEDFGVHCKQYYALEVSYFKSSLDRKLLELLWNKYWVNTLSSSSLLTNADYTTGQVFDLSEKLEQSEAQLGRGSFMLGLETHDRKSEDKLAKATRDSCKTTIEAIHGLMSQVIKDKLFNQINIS
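Material: purified human Csn5 enzyme expressed in HEK293T cells / Medium: Tris buffer pH 7.5, NaCl, DTT, Tween-20, trehalose, ovalbumin / Compound dosing: 12.5 µM single point / Schedule: 90 min incubation of compound, enzyme and substrate at room temperature / Signal: fluorescence polarization of the substrate / Control set: no-enzyme wells high, enzyme-with-substrate wells low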
NadD block: NadD (S. aureus) enzyme inhibition. actives 0.78% (n = 360,000). purified NadD enzyme, colorimetric absorbance read-out. inhibition, % at 20 µM; in the data active = inhibition above about 26%; note: some compounds past the cut are filed as inactive
STEP block: inhibitors of human striatal-enriched phosphatase STEP; AID 588621; inhibition, % at 20 µM; recombinant STEP, OMFP fluorogenic substrate, fluorescence; actives 0.25% (n = 360,000);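 active = inhibition at 20 µM, scaled per plate between control wells, above about 37%, limit read from the data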;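 note: 0% = DMSO with enzyme and substrate and 100% = substrate only without enzyme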
Target sequence (P54829 whole entry, looked up): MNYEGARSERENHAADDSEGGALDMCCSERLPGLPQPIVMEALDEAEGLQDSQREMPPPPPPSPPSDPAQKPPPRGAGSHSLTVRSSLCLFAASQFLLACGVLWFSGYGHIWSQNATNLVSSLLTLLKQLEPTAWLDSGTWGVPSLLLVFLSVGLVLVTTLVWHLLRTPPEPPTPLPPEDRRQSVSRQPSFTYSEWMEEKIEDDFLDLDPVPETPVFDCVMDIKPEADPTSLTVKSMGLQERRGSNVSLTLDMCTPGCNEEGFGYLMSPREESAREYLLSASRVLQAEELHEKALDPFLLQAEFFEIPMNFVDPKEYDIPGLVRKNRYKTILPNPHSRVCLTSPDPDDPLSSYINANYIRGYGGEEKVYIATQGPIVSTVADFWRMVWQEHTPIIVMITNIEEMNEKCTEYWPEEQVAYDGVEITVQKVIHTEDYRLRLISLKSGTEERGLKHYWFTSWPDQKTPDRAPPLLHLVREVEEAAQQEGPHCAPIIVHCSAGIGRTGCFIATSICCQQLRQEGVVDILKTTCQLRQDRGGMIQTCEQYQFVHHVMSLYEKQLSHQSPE
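Assay system: isolated STEP enzyme / Timing: 20 min at room temperature, dark / Doses: 20 µM, 1% DMSO / Technique: fluorescence intensity, excitation 480 nm, emission 540 nm / Reagent: fluorogenic phosphatase substrate OMFP at 25 µM final / Measure: percent inhibition scaled to no-enzyme and uninhibited-enzyme controls, plate-pattern corrected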
DNMT1 inh: blocks human DNA methyltransferase DNMT1; P26358; DNMT1 molecular beacon, Hinp1I cleavage, fluorescence; inhibition (reported as % activation of signal), % at 10 µM; actives 0.83% (n = 360,000); AID 588458; in the data active = inhibition above about 50%
Scp-1 inhibitor: blocks human Scp-1 phosphatase activity; Recombinant Scp1, phosphopeptide, malachite green phosphate absorbance; AID 493091; Q9GZU7; actives 0.88% (n = 340,000); inhibition, % at 20 µM;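 active = inhibition above about 50% at 20 µM, limit read from the data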;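 note: plate controls were DMSO wells with enzyme for no effect and wells lacking enzyme for full effect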
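Times: enzyme reaction 45 min at room temperature, colour 5 min, stabilisation 30 min. Material: SCP-1 catalytic fragment, aa 76-261. Medium: Acidic Tris acetate buffer with magnesium and detergent. Signal: colorimetric free-phosphate detection, absorbance 630 nm. Read-out basis: % inhibition of SCP-1 phosphate liberation. Reagent: Phosphorylated 17-residue peptide substrate.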
PABP1 MLLE inh: inhibitors of microRNA-mediated deadenylation, human PABP1 MLLE binding; GST-MLLE / FITC-PAM2 fluorescence polarization; P11940; actives 0.36% (n = 360,000); inhibition, % at 20 µM; in the data active = inhibition above about 35%, passing the limit was not always enough;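 note: plate controls were DMSO wells with GST-MLLE for no effect and wells lacking GST-MLLE protein for full effect; some results filed as inactive read as strong as hits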
SUMO1 PPI mod: modulators of human SUMO1-mediated protein-protein interactions; SUMO1 binding to a labelled peptide, TR-FRET, 1 h; AID 602429; actives 0.33% (n = 360,000); inhibition, % at 20 µM; in the data active = inhibition above about 37%
Target sequence (P63165 whole entry, looked up): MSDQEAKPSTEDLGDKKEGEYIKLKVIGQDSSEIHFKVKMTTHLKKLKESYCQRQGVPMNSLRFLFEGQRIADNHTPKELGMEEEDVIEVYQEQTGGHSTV
Rpn11 block: inhibitors of human proteasome Rpn11; calls only at 20 µM; O00487; actives 0.59% (n = 360,000); AID 588493; human 26S proteasome, Ub4-pepOG fluorescence polarization; 20S core pre-blocked with epoxomicin;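 active = inhibition at 20 µM, scaled to each plate's controls, above about 33%, limit read from the data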
LMPTP inh: LMPTP (human) inhibition. actives 0.22% (n = 360,000). recombinant LMPTP-A, OMFP fluorogenic substrate, fluorescence intensity. P24666. inhibition, % at 20 µM;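 active = compounds that cut the enzyme signal by at least half of the control window in the single-dose screen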;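 note: plate controls were DMSO wells with enzyme plus substrate for no effect and substrate without enzyme for full effect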
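Test system – LMPTP-A phosphatase enzyme · Quantity – 0.625 nM LMPTP-A final · Reagent – OMFP substrate, 400 µM final · Dosing – one test concentration per compound, 20 µM, with 3% DMSO overall · Timing – 50 min enzyme reaction at room temperature, protected from light · Detection – fluorescence intensity · Controls – substrate-only low control, DMSO enzyme-plus-substrate high control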
TbMetRS inhib: blocks T. brucei methionyl-tRNA synthetase activity | purified T. brucei MetRS, ATP depletion, Kinase-Glo luminescence | inhibition, % at 11.9 µM | actives 0.4% (n = 360,000);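 active = inhibition above a per-plate cutoff of the control wells' mean inhibition plus 3 SD, cut at about 5.5% in these data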;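 note: 0% = DMSO wells median and 100% = median of wells with control inhibitor compound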
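Material – parasite MetRS enzyme · Medium – HEPES-MgCl2-KCl buffer plus DTT, spermine, BSA, pyrophosphatase · Reagent – ATP, methionine and E. coli bulk tRNA substrates · Times – 15 min enzyme-compound preincubation, 2 h reaction, 10 min detection, 25 °C · Measured by – luminescence of leftover ATP · Evaluation – percent inhibition relative to median high and low control wells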
* marks the source's active call; other numbers are inactive results; i = inactive; · = not tested or not shown.

SMILES | CSN inh | NadD block | STEP block | DNMT1 inh | Scp-1 inhibitor | PABP1 MLLE inh | SUMO1 PPI mod | Rpn11 block | LMPTP inh | TbMetRS inhib
CC(=O)Nc1ccc(N(C)S(C)(=O)=O)cc1 | -1 | 1 | -3 | 2 | -7 | -4 | 2 | i | -0.9 | -0.1
Cc1cc([N+](=O)[O-])ccc1NC(=O)CN1CCN(Cc2ccccc2)CC1 | -4 | -3 | 1 | -1 | -4 | 1 | -16 | i | -1.4 | -0.6
Fc1ccc(NC(=S)NC2CCN(Cc3ccccc3)CC2)cc1 | 3 | -7 | -3 | -1 | -14 | 3 | -4 | i | -1.7 | 0.5
CCOC(=O)c1cc(NC(=O)c2cccnc2)ccc1N1CCOCC1 | 3 | -4 | 0 | 1 | -3 | -13 | 7 | i | -1.3 | 0.0
COC(=O)C(C)Sc1ncnc2c1c(-c1ccccc1)cn2-c1ccc(OC)cc1 (stereo not drawn) | -13 | -6 | 1 | -5 | -5 | 14 | 4 | i | 2.6 | 0.4
CCOc1cc(NS(=O)(=O)c2ccccc2)c(OCC)cc1NC(=O)c1ccco1 | -1 | 15 | 3 | -28 | -9 | 3 | 3 | i | 2.5 | 0.1
O=C1Nc2cc(Cl)c(Cl)cc2N(O)N1c1ccc(Cl)c(Cl)c1 | 3 | -2 | 2 | 3 | -7 | 13 | 14 | i | 0.2 | -0.2
Cc1ccc(C(=O)Cc2ccccc2)o1 | 2 | 2 | 1 | -7 | -8 | 3 | 1 | i | -1.9 | -0.4
CCOc1ccc(NS(=O)(=O)c2ccc(C(=O)N3CCN(C(C)=O)CC3)cc2)cc1 | 3 | 7 | 1 | 2 | 0 | 2 | -1 | i | -1.3 | 1.2
COCCN1C(=O)CCC1(C)c1nnnn1-c1ccc2c(c1)OCCO2 (stereo not drawn) | -3 | -3 | · | · | · | · | -1 | · | -0.6 | 0.3
COCCn1c(SCC(=O)N2CC(=O)Nc3ccccc32)nnc1-c1ccoc1C | 1 | 6 | 1 | 6 | -3 | 3 | -3 | i | -0.6 | -0.2
CCn1c(SCC(=O)N/N=C/c2ccccc2OCC(=O)O)nnc1-c1ccc(OC)cc1 | 3 | -4 | 5 | -2 | 9 | -12 | 1 | i | -0.4 | -0.7
COc1ccc(CNC(=O)C(C)n2ccc3cc(S(=O)(=O)N4CCCCCC4)ccc32)cc1 (stereo not drawn) | 1 | -3 | 0 | -4 | -11 | 3 | 0 | i | 4.2 | -0.3
COc1ccccc1N(CC(=O)Nc1cc(S(=O)(=O)N(C)C)ccc1C)S(=O)(=O)c1cccs1 | -7 | -6 | -3 | -9 | -13 | -3 | 7 | i | 1.0 | -0.3
O=S(=O)(Nc1ccc(-c2ccc(N3CCOCC3)nn2)cc1)c1ccc(Cl)c(Cl)c1 | -6 | 15 | 4 | 83* | -1 | 7 | -12 | i | 3.5 | -0.3
CCn1c(COc2ccc(=O)n(-c3ccccc3)n2)nnc1SCc1cccc(OC)c1 | -2 | 3 | -9 | 0 | -5 | -1 | -3 | i | -1.3 | -0.2
COc1ccc(S(=O)(=O)NC2CCN(Cc3ccccc3)CC2)cc1NC(C)=O | -5 | -2 | -2 | -1 | -1 | -2 | -1 | i | 1.3 | -0.2
N/C(=N\OC(=O)COc1ccc2ccccc2c1)c1ccccn1 | -6 | 2 | -1 | 0 | -2 | -6 | -7 | i | 1.3 | -0.2
COCCCNC1=C(C#N)C(=O)NC2(CCCC2)S1 | -1 | -5 | 1 | 2 | · | 10 | 2 | i | -1.6 | 0.2
O=C(NC1CCCCC1)OC1CC2CC1[C@H]1CCCCN1C2=O (stereo partly drawn) | -2 | 4 | · | · | · | · | -2 | · | -0.9 | -0.3
CCc1cc2cccc(C)c2nc1SCC(=O)NNC(=O)c1ccco1 | 2 | 7 | -3 | -1 | -1 | -6 | -2 | i | -0.2 | -0.5
O=C(Nc1ccccc1N1CCOCC1)c1cccc(NS(=O)(=O)c2ccc(F)c(F)c2)c1 | -6 | 2 | 0 | -2 | -11 | -9 | 2 | i | -0.3 | 0.3
CCCOc1ccc(C(=O)N2CCN(Cc3ccc4c(c3)OCO4)CC2)cc1 | -2 | -7 | 1 | 0 | -10 | 1 | 2 | i | 0.3 | -0.5
Cc1ccc(Nc2nc(N)nc(CN3CCN(Cc4ccc5c(c4)OCO5)CC3)n2)cc1C | 6 | -7 | 2 | 0 | 3 | -18 | -2 | i | -0.6 | -0.9
O=C(CCSc1ccc(F)cc1)NNC(=O)c1ccc([N+](=O)[O-])cc1 | 0 | -8 | 1 | -2 | -5 | 11 | -34 | i | -1.4 | 2.2
CCN(CC)C(=O)C1CCCN(Cc2nc(-c3cnccn3)no2)C1 (stereo not drawn) | -1 | 0 | 9 | -2 | -4 | -2 | 3 | i | -0.5 | 0.4
O=C(CCS(=O)(=O)c1ccc(Br)s1)N1CCc2ccccc21 | 4 | -9 | -1 | -3 | -11 | -12 | 1 | i | 0.5 | -0.3
O=C(NC(=S)NCc1nc2ccccc2[nH]1)c1ccccc1F | 12 | -9 | 1 | -6 | -6 | 12 | 0 | i | -0.8 | 1.2
Cc1ccc(N(C(C)C(=O)Nc2ccc3c(c2)OCO3)S(C)(=O)=O)cc1 (stereo not drawn) | -6 | 0 | -4 | -8 | -10 | -7 | -1 | i | -0.2 | -1.5
Cc1noc(C)c1C(=O)Nc1nc2ccccc2s1 | -5 | -3 | -1 | 24 | 8 | -2 | 5 | i | -1.2 | -0.1
CCOC(=O)c1ccc(CS(=O)c2ccc(Cl)cc2)o1 (stereo not drawn) | 5 | -4 | -5 | 5 | 0 | 11 | 1 | i | -2.2 | -0.8
CCc1ccc(C(=O)NN=C2CCCCCC2)s1 | -2 | -9 | 2 | 3 | -8 | 5 | -1 | i | 1.5 | -0.4
COc1cccc(NC(=O)NCCc2ccc(Cl)cc2)c1 | -8 | -2 | 3 | -1 | -7 | 0 | 1 | i | -0.5 | 1.9
O=C(/C=C/c1c(Cl)cccc1Cl)N1CCOCC1 | 1 | -4 | -2 | 1 | 1 | -9 | 5 | i | -0.5 | -1.5
O=C(Nc1cc(Cl)cc(Cl)c1)c1cccnc1 | 4 | 1 | -4 | 2 | -8 | 0 | -1 | i | 0.9 | 0.3
C/C(=C\C(=O)c1cccnc1)Nc1ccc(O)cc1 | 8 | 4 | 4 | -10 | -9 | 4 | -11 | i | 6.2 | 0.0
Cc1ccc(-c2nnc3ccc(SC(C)C(=O)O)nn23)cc1 (stereo not drawn) | 0 | 3 | 0 | 0 | -7 | -7 | -10 | i | 0.0 | 0.1
O=[N+]([O-])c1ccccc1S(=O)(=O)N1CCN(Cc2ccsc2)CC1 | -3 | -3 | 6 | -2 | -4 | -1 | -2 | i | -1.1 | -0.1
O=C(c1cc2ccccc2c(=O)o1)N1CCCc2ccccc21 | 12 | -1 | -3 | 2 | -18 | 3 | -7 | i | -1.2 | 0.5
CCCCNC(=O)C1CCN(Cc2ccccn2)CC1 | 0 | -1 | -2 | -3 | -8 | 12 | 2 | i | -0.8 | 0.1
CCOC(=O)C1(Nc2nccs2)Sc2ccccc2NC1=O (stereo not drawn) | -3 | 1 | 2 | 2 | -8 | 3 | 3 | i | -0.8 | 0.0
COc1ccc(/C=N\NC(=O)c2cc3c(ccc4ccccc43)o2)cc1O | 22 | -3 | 7 | -6 | 20 | -13 | 68* | i | 3.4 | 0.1
Cc1ccc(CC2CC(=O)N(C(Cc3ccccc3)C(=O)O)C2=O)cc1 (stereo not drawn) | 1 | -2 | -1 | -6 | -3 | 8 | 2 | i | -1.4 | 0.3
Cc1c(O)ccc(C(=O)CN2CCN(c3ccccc3F)CC2)c1O | 5 | 1 | -1 | 2 | -7 | -3 | 4 | i | -3.4 | 0.3
C(=C\c1ccccc1)/CN1CCN(C(CCc2ccccc2)c2nnnn2C2CCCCC2)CC1 (stereo not drawn) | -1 | -2 | 2 | -6 | · | 3 | 0 | i | 3.1 | -0.8
CCN(CC)Cc1ccccn1 | -3 | -5 | 0 | 1 | -7 | 11 | 4 | i | -2.0 | -0.3
OC1CCCN(c2c3c(nc4cc(-c5cccc(Cl)c5)nn24)CCC3)C1 (stereo not drawn) | 3 | 3 | 1 | -8 | -5 | -8 | 12 | i | 2.9 | -0.4

As a working copy, part of the list above.
SMILES | CSN inh | NadD block | STEP block | DNMT1 inh | Scp-1 inhibitor | PABP1 MLLE inh | SUMO1 PPI mod | Rpn11 block | LMPTP inh | TbMetRS inhib
CCCCNC(=O)C1CCN(Cc2ccccn2)CC1 | 0 | -1 | -2 | -3 | -8 | 12 | 2 | i | -0.8 | 0.1
CCOC(=O)C1(Nc2nccs2)Sc2ccccc2NC1=O (stereo not drawn) | -3 | 1 | 2 | 2 | -8 | 3 | 3 | i | -0.8 | 0.0
COc1ccc(/C=N\NC(=O)c2cc3c(ccc4ccccc43)o2)cc1O | 22 | -3 | 7 | -6 | 20 | -13 | 68* | i | 3.4 | 0.1
Cc1ccc(CC2CC(=O)N(C(Cc3ccccc3)C(=O)O)C2=O)cc1 (stereo not drawn) | 1 | -2 | -1 | -6 | -3 | 8 | 2 | i | -1.4 | 0.3
Cc1c(O)ccc(C(=O)CN2CCN(c3ccccc3F)CC2)c1O | 5 | 1 | -1 | 2 | -7 | -3 | 4 | i | -3.4 | 0.3

Assay outcomes (PubChem)
